Bioassay records as filed in PubChem BioAssay.
MOR-DOR inv ag: inverse agonists of human mu-delta opioid receptor heterodimerization | P35372+P41143 | cell-based MOR-DOR heterodimer luminescence, inverse agonism | inhibition, % at 9.3 µM | 0.21% of 340,000 active; in the data active means inhibition above about 22%, passing the limit was not always enough;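 further: 0% = cells with DMSO and 100% = wells without cells with DMSO; values of inactives mirror those of a sister screen read the other way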
HTR5A ag ctr: counter-screen for OPRM1-OPRD1 agonists: human HTR5A agonism | P47898 | HTR5A agonist assay, luminescence, cell-based | activation, % at 9.3 µM | 0.61% of 340,000 active | AID 504692; in the data active means activation mostly above about 9.5%, no sharp cut-off; inactive means mostly below about 7.6%;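 further: 0% = cells with vehicle only and 100% = reference agonist; strong numbers were not always called active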
Target sequence (P47898 whole entry, looked up): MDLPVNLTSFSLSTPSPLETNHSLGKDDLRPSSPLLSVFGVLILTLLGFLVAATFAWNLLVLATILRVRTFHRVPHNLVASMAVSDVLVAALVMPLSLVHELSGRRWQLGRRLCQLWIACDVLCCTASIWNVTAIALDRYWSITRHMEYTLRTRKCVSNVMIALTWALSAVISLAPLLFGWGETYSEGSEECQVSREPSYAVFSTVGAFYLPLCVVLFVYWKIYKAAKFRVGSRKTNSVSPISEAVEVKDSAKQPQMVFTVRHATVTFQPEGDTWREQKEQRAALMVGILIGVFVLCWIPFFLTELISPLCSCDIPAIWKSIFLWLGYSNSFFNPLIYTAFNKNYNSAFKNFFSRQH
V-ATPase pHluor: alters yeast V-ATPase proton transport; S. cerevisiae, pHLuorin cytosolic pH fluorescence; response, % at 10 µM; 0.37% of 350,000 active; AID 504577; in the data active means response mostly above about 7.3%, no sharp cut-off; inactive means mostly below about 5.4%; further: actives read high; inactives centre near 0; some compounds called inactive have numbers as strong as hits; reference of the scale not given here
C-LANA FP: inhibitors of KSHV LANA C-terminal domain DNA binding. 0.078% of 340,000 active. inhibition, % at 9 µM. MBP-C-LANA/FAM-LBS DNA binding, fluorescence polarization;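 active means highest replicate inhibition at or above 60% at 9 µM, even if other replicates fall short; inactive means all replicates below 60% inhibition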;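 further: 0% = neutral control wells and 100% = 4 µM acridine orange control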
Keap1-Nrf2 PPI: inhibitors of human Keap1-Nrf2 protein-protein interaction. Q14145. Keap1 Kelch-Nrf2 peptide fluorescence polarization, 1536-well. inhibition, % at 9.4 µM. 0.15% of 340,000 active; in the data active means inhibition above about 12%;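 further: human Keap1 Kelch domain with fluorescein labeled Nrf2 9mer peptide probe; 0% = neutral control wells and 100% = peptide positive control; higher means more block of Keap1 binding to Nrf2 peptide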
Target sequence (Q14145 whole entry, looked up, the tested form may be a part): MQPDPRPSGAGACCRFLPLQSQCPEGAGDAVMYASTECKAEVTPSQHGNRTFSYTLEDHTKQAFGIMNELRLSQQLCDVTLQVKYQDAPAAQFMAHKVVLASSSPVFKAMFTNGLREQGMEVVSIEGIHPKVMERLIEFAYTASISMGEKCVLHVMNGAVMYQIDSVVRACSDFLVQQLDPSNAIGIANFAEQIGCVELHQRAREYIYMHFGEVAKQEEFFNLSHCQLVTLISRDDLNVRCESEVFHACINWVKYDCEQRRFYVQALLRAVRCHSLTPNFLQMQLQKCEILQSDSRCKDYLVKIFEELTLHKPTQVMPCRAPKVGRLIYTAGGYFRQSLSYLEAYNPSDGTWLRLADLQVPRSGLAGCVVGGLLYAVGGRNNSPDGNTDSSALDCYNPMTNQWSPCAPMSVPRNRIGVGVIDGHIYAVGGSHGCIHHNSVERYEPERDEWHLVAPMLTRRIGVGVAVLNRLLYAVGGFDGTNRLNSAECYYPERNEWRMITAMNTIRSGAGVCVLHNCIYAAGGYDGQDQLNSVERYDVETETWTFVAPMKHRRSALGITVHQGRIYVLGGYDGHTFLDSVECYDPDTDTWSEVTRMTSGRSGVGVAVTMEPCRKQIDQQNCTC
cardiac RTF act: cardiac RTF calcium sensitization. P19429+P45379. IANBD-labeled TnC RTF fluorescence at EC20 calcium; 0% EC20 calcium, 100% full calcium. activation, % at 7.2 µM. 0.24% of 340,000 active. AID 493008;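 active means activation above the mean over all tested compounds plus 3 SD, cut at about 30% in these data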;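 further: rise in fluorescence read as greater calcium sensitivity of cardiac thin filaments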
HTR5A inv ag: inverse agonist of human HTR5A in OPRM1-OPRD1 counter-screen; 0.083% of 340,000 active; inhibition, % at 9.3 µM; HTR5A cell line, luminescence, inverse agonism; P47898; in the data active means inhibition mostly above about 23%, no sharp cut-off; inactive means mostly below about 18%;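 further: 0% = cells with DMSO and 100% = no-cell wells with DMSO; some compounds called inactive have numbers as strong as hits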
Cardiac RTF inh: cardiac RTF calcium desensitization; inhibition, % at 7.15 µM; 0.12% of 340,000 active; IANBD-labeled cardiac RTF, Ca2+ fluorescence; P19429+P45379; AID 493244;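 active means inhibition above the mean inhibition of all tested compounds plus 3 SD, cut at about 17% in these data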;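 further: assay run at fixed EC70 calcium of 1.6 mM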
CAL PDZ FP: CAL PDZ (human) peptide binding inhibition. Q9HD26. purified CAL PDZ, TMR-peptide fluorescence polarization, 1 h. inhibition, % at 24.9 µM. 0.92% of 300,000 active. AID 602252;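 active means mean inhibition of at least 30% with at least half of replicates also reaching 30%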;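 further: 0% = DMSO neutral control and 100% = excess unlabeled competitor peptide PRC23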
OPRM1-OPRD1 ag: agonists of human mu-delta opioid receptor heterodimerization. P35372+P41143. cells, OPRM1-OPRD1 heterodimerization, luminescence. activation, % at 9.3 µM. 0.3% of 340,000 active. AID 504326; in the data active means activation above about 18%;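 further: 0% = vehicle-treated cells and 100% = reference agonist; values of inactives mirror those of a sister screen read the other way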
The depositor's hits bear a star; nt = no result given.

SMILES	MOR-DOR inv ag	cardiac RTF act	Cardiac RTF inh	C-LANA FP	V-ATPase pHluor	Keap1-Nrf2 PPI	OPRM1-OPRD1 ag	HTR5A inv ag	CAL PDZ FP	HTR5A ag ctr
Cn1ccnc1SCC(=O)NC12CC3CC(CC(C3)C1)C2	-10	5	3	0.3	-1	-3	1.6	0	-4	0
Cn1nnc(NC(=O)CSc2nnnn2-c2ccc(F)cc2)n1	0	0	-6	-1.2	3	-5	0.1	-5	-2	-1
CC(C)(C)OC(=O)N1CCC(CC2CC(c3ccccc3)=NO2)(C(=O)O)CC1 (configuration not stated)	8	8	-8	-0.4	10	-1	-1.5	-55	1	0
CCOc1ccc(S(=O)(=O)NC2CCCC2)cc1C	8	0	-1	1.4	-2	4	-1.2	1	nt	4
COC(=O)c1ccc(/C=N/NC(=O)c2ccccc2Cl)cc1	14	10	-14	0.9	0	-4	-2.8	1	-4	4
CCC1CCCCN1CCCNC(=O)Cn1c2ccccc2c2nc(=O)cc(C)n21 (configuration not stated)	4	-5	-2	0.1	-1	-2	-0.8	4	-1	2
COc1ccc(C=O)cc1CSc1ncccc1C(=O)O	17	-6	-7	-0.1	-6	-5	-3.7	2	-3	-1
Cc1cccc(NC(=O)CSc2nnc(-c3cc(C)n(-c4ccccc4)c3C)o2)c1C	13	1	0	1.0	-6	0	-2.2	-5	-2	0
Cc1ccc(CSc2nc3c(c(=O)[nH]2)CCC3)cc1	-5	-2	-10	1.1	3	-3	1.0	9	-1	-4
C[C@@H]1O[C@@H](O[C@@H]2C(=O)c3c(O)cc(O)cc3O[C@H]2c2ccc(O)c(O)c2)[C@H](O)[C@H](O)[C@H]1O	-2	-2	0	-3.6	-3	0	0.3	-3	-1	2
Cc1cc(SCC(=O)Nc2c(C)n(C)n(-c3ccccc3)c2=O)nc2ccccc12	21	1	1	-0.4	-2	0	-3.8	10	-8	-1
COc1ccc(NC(=S)Nc2ccc(S(N)(=O)=O)cc2)c(C)c1	19	-6	7	0.4	-1	0	-4.1	13	-4	-3
CC(C)CC(=O)Nc1ccc(C(=O)COC(=O)C2CC(=O)N(Cc3ccccc3)C2)cc1 (configuration not stated)	-2	0	-1	0.6	6	1	0.4	9	-3	3
Cc1ccccc1NS(=O)(=O)c1ccc2c(c1)n(C)c(=O)n2C	14	6	-7	1.3	-2	3	-2.7	-9	3	3
Fc1ccc(/C=N/n2cnn(Cc3ccccc3Cl)c2=S)cc1	-6	-3	-3	-1.2	-1	-3	1.1	2	-1	-1
Cc1ccc(NC(=O)Cn2c(=O)oc3ccccc32)c(C)c1	9	-6	0	-1.7	0	3	-1.9	-1	-2	0
Cc1cc(C(=O)CN2C(=O)NC3(CCCC3)C2=O)c(C)n1-c1ccc2c(c1)OCO2	-2	4	10	-0.9	-1	-3	0.2	0	-6	0
CC1(C)CC(=O)C2=C(C1)Nc1ccccc1N1C(=O)c3ccccc3C21 (configuration not stated)	0	-4	-1	1.5	-2	-2	0.0	1	-2	3
CC(=O)c1cc(C#N)c(N(C)Cc2ccccc2)nc1C	-6	1	-6	-1.0	-2	-4	1.2	19	-2	0
CN(C)C(CNC(=O)c1ccc(S(=O)(=O)N(C)C)cc1)Cc1ccccc1 (configuration not stated)	-75	-1	1	-1.2	-1	1	16	21	2	-8
CC(C)OC(=O)C1C2C=CC3(CN(C(C)c4ccc(Br)cc4)C(=O)C13)O2 (configuration not stated)	-3	6	-4	0.7	1	1	0.5	6	nt	-2
Cc1ccc(S(=O)(=O)N2CCC(C(=O)N3CCC[C@H]3C(=O)NCc3ccccc3)CC2)cc1	-2	5	-3	-1.0	5	-4	0.4	7	nt	-1
COc1ccc(-c2nc3ncnn3cc2C)cc1F	6	-4	-1	1.9	-4	7	-1.2	2	-1	-1
O=C(Nc1nc2ccccc2n1Cc1ccccc1)c1ccco1	10	-1	0	-1.1	0	0	-2.4	1	-2	6
Cn1cc(CN2CCC(C(=O)Nc3cccc(-c4cscn4)c3)CC2)cn1	10	-2	-4	-1.4	-3	3	-1.8	6	0	1
CN(C)C(=S)c1ccc(N(C)C)cc1	16	0	-4	1.7	3	-7	-3.2	-9	5	-3
OCc1cn(-c2ccccc2)nc1-c1ccco1	5	-5	-4	1.8	-2	-1	-0.8	-3	-3	1
O=C(COc1ccc(S(=O)(=O)N2CCCC2)cc1)NCCC1=CCCCC1	7	0	0	0.2	0	-3	-1.3	-2	-1	0
COc1ccc(SCCc2nnc(-c3ccccc3)o2)cc1	4	-5	-3	-0.3	-1	-9	-0.8	-1	10	0
NC(=O)c1ccccc1OCC(=O)N1CCCC1c1ccc2c(c1)OCCCO2 (configuration not stated)	21	1	0	-1.0	-2	3	-4.1	-2	nt	1
CCCCCCN1CC(O)=C(c2nc3ccccc3[nH]2)C1=N	-9	5	6	1.7	13*	5	1.6	-6	-1	6
O=C1C2C3C=CC(C3=C3CCCCC3)C2C(=O)N1c1ccccc1 (configuration not stated)	-19	2	-5	3.0	-2	-1	3.9	8	-3	-3
Cc1ccnc(NC(=O)c2ccc(S(=O)(=O)N3CCCCCC3)cc2)c1	11	4	-1	nt	-1	nt	-2.2	12	-1	-4
O=C1c2ccc3c4c(ccc(c24)C(=O)N1c1cccc(O)c1)CC3	-12	-3	-6	0.3	-2	0	2.1	7	-1	-2
COC(=O)c1ccc2[nH]c3c(c2c1)CC(C)CC3 (configuration not stated)	-29	-8	1	nt	1	3	6.3	-6	-4	2
ON=C1c2ccccc2-c2cc(Br)ccc21	-30	-4	3	-5.2	5	0	6.9	-16	-3	4
Cc1cc(C)n(-c2ccc(C(=O)OCC(=O)Nc3ccc(S(=O)(=O)N4CCOCC4)cc3)cc2)n1	7	2	4	-0.1	-4	-6	-1.1	-16	-3	2
COc1ccc(C=NCC2COc3ccccc3O2)cc1OC (configuration not stated)	6	-3	-14	0.7	3	-2	-1.1	-11	-2	6
Cc1ccc(NC(=O)CS(=O)CC(=O)NC(C)CCc2ccco2)cc1Cl (configuration not stated)	-12	9	-3	0.2	4	-6	2.0	11	-3	4
CC(=O)Nc1ccc(S(=O)(=O)NC(CC(=O)O)c2ccc(OC(C)C)cc2)cc1 (configuration not stated)	14	6	-1	0.7	6	2	-2.4	3	0	-4
COc1ccc(CC(=O)O/N=C(\N)Cc2cccc3ccccc23)cc1	5	4	-1	0.5	0	-4	-1.0	13	0	-5
O=C(c1cc2ccccc2oc1=O)N(Cc1ccc(F)cc1)C1CCS(=O)(=O)C1 (configuration not stated)	4	-3	-13	0.3	-2	-2	-0.7	19	5	3
Cc1cccc(N2Cc3ccccc3C2=NC(=O)c2ccc(Cl)nc2)c1	-5	-2	-7	0.0	-3	-4	0.8	-5	0	2
Cc1c(-c2cccc(Cl)c2)nc2ccccc2c1C(=O)OC/C(O)=C(\C#N)c1nc2ccccc2[nH]1	-12	4	-12	-3.4	1	-6	2.6	21	-5	1
COCC(=O)N(C)C[C@H]1N[C@@](C)(C(=O)OC)[C@H]2C(=O)N(Cc3ccccc3)C(=O)[C@@H]12	0	-2	-8	-1.2	-5	0	-0.1	1	4	0
CC(C)N(Cc1nc(-c2ccccc2)no1)C(=O)CCCN1C(=O)c2ccccc2C1=O	-7	-1	0	-0.9	-2	0	1.1	11	-1	-4
CCn1ncc([N+](=O)[O-])c1C(=O)Nc1ccc(C(=O)N2CCCCC2)cc1	3	-7	-5	0.4	-1	-3	-0.5	-11	1	1
COc1ccc(C(=O)O)cc1S(=O)(=O)NC(C)C	4	-1	-1	-2.6	9	3	-0.8	9	-2	-3
CN(C)c1cccc(C(=O)NNC(=O)CN2C(=O)C3CC=CCC3C2=O)c1 (configuration not stated)	2	-4	6	2.1	1	-1	-0.4	-6	nt	2
COc1cccc(-c2sc3ccc(OC)cc3c2C#CC(C)(C)O)c1	9	-3	-5	-0.2	-1	-2	-2.0	-6	-4	2

(list continues)
SMILES	MOR-DOR inv ag	cardiac RTF act	Cardiac RTF inh	C-LANA FP	V-ATPase pHluor	Keap1-Nrf2 PPI	OPRM1-OPRD1 ag	HTR5A inv ag	CAL PDZ FP	HTR5A ag ctr
O=C(CSc1nnc(NC(=O)c2ccc(S(=O)(=O)N3CCOCC3)cc2)s1)Nc1ccccc1C(F)(F)F	8	-4	-5	1.7	-6	-6	-1.6	-17	0	1
CC(C)C(NS(=O)(=O)c1ccccc1)C(=O)OCC(=O)NNC(=O)c1ccccc1 (configuration not stated)	3	10	-5	0.4	0	1	-0.5	7	-1	4
Cc1cc(C)nc(-n2nc(C)cc2NC(=O)c2ccc(F)cc2F)n1	10	5	-16	-0.1	1	-8	-1.8	6	-8	-2
O=C(NC1CCCc2ccccc21)C1CCCO1 (configuration not stated)	-4	0	-3	2.4	-1	3	0.7	11	-4	2
Cc1nc2c(C(=O)NCCc3ccccc3Cl)c[nH]n2c(=O)c1Cl	4	-12	-7	-1.8	-10	0	-0.7	3	-2	0
CCOc1cc(/C=C2\SC(=NC)N(C)C2=O)cc(Cl)c1OC(C)=O	10	-7	0	-8.3	-2	-8	-2.1	-5	-1	1
COc1ccc(-c2csc(NC(=O)COC(=O)C3=COCCO3)n2)cc1	-2	-1	-15	0.5	-1	0	0.4	-15	-2	5
COC(CN(C)S(=O)(=O)c1cc2c3c(c1)CCN3C(=O)CC2)OC	7	3	2	0.1	-4	2	-1.4	-11	-1	-3
NS(=O)(=O)c1ccc(CCNS(=O)(=O)c2ccccc2)cc1	2	6	-2	0.1	4	0	-0.4	-8	10	3
